TcdB GH inh: TcdB glycohydrolase inhibition. P18177. TcdB glycohydrolase enzymatic assay, plate reader. AID 652162. actives 0.24% (n = 350,000). inhibition, % at 9.99 µM; in the data active means inhibition above about 10%
CCHFV vOTU inh: blocks the CCHF virus ovarian tumor domain protease | AID 651958 | CCHFV vOTU protease, Pep-AMC fluorescence | actives 0.55% (n = 370,000) | inhibition, % at 11.5 µM; in the data active means inhibition above about 30%; further: 0% = vehicle wells with enzyme and 100% = no enzyme wells
Rv3671c inh: Rv3671c (M. tuberculosis) protease inhibition; AID 2606; actives 0.048% (n = 320,000); P9WHR9; inhibition, % at 5.96 µM; in the data active means inhibition above about 38%;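 further: extracellular domain of Rv3671c used as enzyme; 0% = enzyme with DMSO and 100% = no enzyme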
Target sequence (P9WHR9 whole entry, looked up, the tested form may be a part): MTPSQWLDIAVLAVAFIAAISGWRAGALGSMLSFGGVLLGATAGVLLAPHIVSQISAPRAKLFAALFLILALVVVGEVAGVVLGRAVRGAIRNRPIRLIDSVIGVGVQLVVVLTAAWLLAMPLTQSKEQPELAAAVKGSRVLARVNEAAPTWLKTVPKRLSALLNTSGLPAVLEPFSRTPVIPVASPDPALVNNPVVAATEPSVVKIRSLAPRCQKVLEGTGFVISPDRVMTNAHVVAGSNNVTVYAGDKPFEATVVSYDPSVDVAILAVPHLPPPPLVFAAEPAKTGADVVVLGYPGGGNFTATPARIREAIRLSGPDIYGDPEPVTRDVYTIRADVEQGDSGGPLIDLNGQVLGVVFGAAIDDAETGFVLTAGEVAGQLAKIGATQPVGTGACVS
SSB-PriA inh: inhibitors of Klebsiella pneumoniae PriA binding to SSB C-terminal tail. AlphaScreen SSBct-PriA binding, biotinylated peptide. inhibition, % at 33 µM. actives 0.6% (n = 430,000). AID 1272365; in the data active means inhibition mostly above about 37%, no sharp cut-off; inactive means mostly below about 20%;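 further: plate controls were negative control peptide for no effect and reference peptide for full effect; strong numbers were not always called active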
SARS 3CLpro inh: SARS-CoV 3CLpro protease inhibition; P0C6X7; actives 0.14% (n = 290,000); inhibition, % at 6 µM; recombinant SARS-CoV 3CLpro, quenched FRET peptide cleavage; in the data active means inhibition above about 12%
VHR inh abs: DUSP3 (human) phosphatase inhibition; recombinant VHR phosphatase, pNPP absorbance; inhibition, % at 13.3 µM; actives 0.52% (n = 290,000); in the data active means inhibition above about 50%; further: some compounds called inactive have numbers as strong as hits
Target sequence (P51452 whole entry, looked up): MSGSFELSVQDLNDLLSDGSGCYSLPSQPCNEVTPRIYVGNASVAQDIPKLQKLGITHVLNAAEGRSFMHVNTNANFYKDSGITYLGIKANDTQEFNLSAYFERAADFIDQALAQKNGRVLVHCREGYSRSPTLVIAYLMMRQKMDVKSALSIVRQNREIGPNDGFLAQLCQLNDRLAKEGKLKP
MazEF act: MazEF (E. coli) toxin RNase activation; P0AE70; FAM/BHQ RNA-DNA oligo cleavage fluorescence, 5 h; activation, % at 20 µM; actives 0.32% (n = 350,000); in the data active means activation above about 50%
Target sequence (P0AE70 whole entry, looked up): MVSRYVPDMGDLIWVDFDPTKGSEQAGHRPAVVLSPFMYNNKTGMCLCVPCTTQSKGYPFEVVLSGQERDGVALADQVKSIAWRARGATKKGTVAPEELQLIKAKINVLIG
Vc quorum ag: induces V. cholerae light production without autoinducers; V. cholerae BH1578 lux reporter, luminescence, 6 h; activation, % at 18.7 µM; actives 0.16% (n = 350,000); AID 588436; in the data active means activation mostly above about 9.7%, no sharp cut-off; further: not every result past the cut was called active; inactives centre near 0; reference of the scale not given here
PrPC surface inh: inhibitors of human cell surface prion protein PrPC. P04156. TR-FRET read-out. inhibition, % at 13.8 µM. actives 0.43% (n = 370,000). AID 720596; in the data active means inhibition above about 24%; further: 0% = median of the test wells and 100% = reference compound wells
Yp Topo-I inh: Y. pestis Topo-I inhibition via cleavage products. Y. pestis Topo-I cleavage product accumulation, plate reader. activity, % at 10 µM. actives 0.064% (n = 360,000). AID 504884; in the data active means activity above about 50%, passing the limit was not always enough; further: inactives centre near 2
The depositor's hits bear a star; i = inactive; · = not tested or not shown; & = joins results of further samples. These rows are one share of the data; the hit share may differ from the screen's.

no.	structure	TcdB GH inh	CCHFV vOTU inh	Rv3671c inh	SSB-PriA inh	SARS 3CLpro inh	VHR inh abs	MazEF act	Vc quorum ag	PrPC surface inh	Yp Topo-I inh
1	N#CC1=C(N)OC2=C(CCc3ccccc32)C1c1ccccc1 (stereo unspecified)	·	-1	-2	-13	-6	8	-8	-0.3	0	28
2	CC(OC(=O)C1CC1C)C(=O)Nc1ncc(Cl)cc1Cl (stereo unspecified)	-0.3	-16	6	-13	·	·	2	-0.5	-5	6
3	CCN1CCN(c2cc(C)c3cc(NC(=O)c4cnccn4)ccc3n2)CC1	1.3	3	-1	-4	·	46	-7	·	-6	-7
4	O=C(COC(=O)c1cc([N+](=O)[O-])ccc1N1CCOCC1)Nc1c(Cl)cccc1C(F)(F)F	0.6	7	-6	-2	-3	28	6	i	-12	2
5	COc1ccc(C(=O)NCc2ccc(C(=O)O)o2)cc1	-0.1	2	10	8	-1	5	-1	i	-2	-1
6	Cc1cccc(N2CCN(C(=O)CCN3C(=O)C4C5C=CC(C5)C4C3=O)CC2C)c1 (stereo unspecified)	1.1	-14	-6	-11	4	16	1	i	0	7
7	O=C(CSc1n[nH]c(=O)n1C1CC1)Nc1ccc(Cl)cc1Cl	1.0	3	2	-10	·	·	1	-2.6	5	-3
8	CCC(C)NC(=O)COc1ccccc1[N+](=O)[O-] (stereo unspecified)	·	-8	0	-4	1	3	-4	i	2	1
9	CCC1(c2ccccc2)NC(=O)N(CC(=O)Nc2ccccc2C(=O)N2CCCCC2)C1=O (stereo unspecified)	1.3	0	0	-5	·	·	5	-1.4	-5	-13
10	O=S(=O)(NCCN1CCOCC1)c1cc(Cl)c(Cl)cc1Cl	0.0	-2	17	-9	-1	22	5	i	3	4
11	COc1ccccc1-c1ccc(SCc2ccccc2)nn1	1.4	-3	3	-37	2	17	1	i	2	1
12	CC(NC(=O)C(=O)NCc1cccs1)c1ccccc1 (stereo unspecified)	0.3	-2	1	-9	3	·	2	i	11	-2
13	Clc1ccc(-c2csc(N3CCSCC3)n2)cc1	1.1	11	6	-24	-2	8	-6	-0.4	-8	6
14	COc1ccc(CN2CCC2(C)C(=O)Nc2ccc(OC)c(OC)c2)cc1 (stereo unspecified)	0.4	9	·	·	·	·	·	-0.7	-4	3
15	CSc1ccc(NC(=O)CC(C)=O)cc1	·	1	6	-10	-1	23	2	1.7	7	6
16	O=C(CSc1cccc[n+]1[O-])NN(c1ccccc1)c1ccccc1	2.6	15	5	-4	6	21	-5	i	5	-10
17	CCNCc1cc(OCC)c(OCC(=O)NCCc2ccccc2)cc1Cl	1.4	15	5	-3	6	12	-4	-0.4	-4	3
18	NC(=O)C1CCN(C(=O)CC2(CC(=O)O)CCCCC2)CC1	1.0	-6	5	-3	2	12	-11	0.4	7	14
19	COc1ccc(CC(=O)Nc2ccccc2NC(=O)c2ccco2)cc1OC	-0.9	-10	-10	-3	1	22	-7	i	-5	-4
20	COc1ccc(S(=O)(=O)Nc2ccc3c(c2)C(=O)N([C@H](C)CO)C[C@H](C)[C@@H](CN(C)C(=O)Nc2c(C)noc2C)OCCCC[C@H](C)O3)cc1	0.9&0.6	9	·	·	·	·	0	-0.4	-2	10
21	CN(C)c1nc(N(C)C)n(Cc2c(Cl)cccc2Cl)n1	-0.5	3	1	0	-2	1	3	-0.4	5	5
22	Cc1cccc2nc(=S)n(C(=O)c3ccco3)n12	·	-15	-5	0	-1	20	7	-0.2	-1	4
23	COc1cccc(COC(=O)C2CCN(S(=O)(=O)c3ccc(F)cc3)CC2)c1OC	0.8	1	·	-11	·	·	-9	-0.9	-2	44
24	Cc1c(NS(=O)(=O)c2ccccc2)c(=O)n(-c2ccccc2)n1C	·	15	3	-6&-3	1	13	4	3.8	8	-1

Sorted by heavy-atom count (descending): some entries from above
no.	structure	TcdB GH inh	CCHFV vOTU inh	Rv3671c inh	SSB-PriA inh	SARS 3CLpro inh	VHR inh abs	MazEF act	Vc quorum ag	PrPC surface inh	Yp Topo-I inh
20	COc1ccc(S(=O)(=O)Nc2ccc3c(c2)C(=O)N([C@H](C)CO)C[C@H](C)[C@@H](CN(C)C(=O)Nc2c(C)noc2C)OCCCC[C@H](C)O3)cc1	0.9&0.6	9	·	·	·	·	0	-0.4	-2	10
9	CCC1(c2ccccc2)NC(=O)N(CC(=O)Nc2ccccc2C(=O)N2CCCCC2)C1=O (stereo unspecified)	1.3	0	0	-5	·	·	5	-1.4	-5	-13
23	COc1cccc(COC(=O)C2CCN(S(=O)(=O)c3ccc(F)cc3)CC2)c1OC	0.8	1	·	-11	·	·	-9	-0.9	-2	44
19	COc1ccc(CC(=O)Nc2ccccc2NC(=O)c2ccco2)cc1OC	-0.9	-10	-10	-3	1	22	-7	i	-5	-4
14	COc1ccc(CN2CCC2(C)C(=O)Nc2ccc(OC)c(OC)c2)cc1 (stereo unspecified)	0.4	9	·	·	·	·	·	-0.7	-4	3
16	O=C(CSc1cccc[n+]1[O-])NN(c1ccccc1)c1ccccc1	2.6	15	5	-4	6	21	-5	i	5	-10
24	Cc1c(NS(=O)(=O)c2ccccc2)c(=O)n(-c2ccccc2)n1C	·	15	3	-6&-3	1	13	4	3.8	8	-1
11	COc1ccccc1-c1ccc(SCc2ccccc2)nn1	1.4	-3	3	-37	2	17	1	i	2	1
10	O=S(=O)(NCCN1CCOCC1)c1cc(Cl)c(Cl)cc1Cl	0.0	-2	17	-9	-1	22	5	i	3	4
12	CC(NC(=O)C(=O)NCc1cccs1)c1ccccc1 (stereo unspecified)	0.3	-2	1	-9	3	·	2	i	11	-2
22	Cc1cccc2nc(=S)n(C(=O)c3ccco3)n12	·	-15	-5	0	-1	20	7	-0.2	-1	4
15	CSc1ccc(NC(=O)CC(C)=O)cc1	·	1	6	-10	-1	23	2	1.7	7	6

Next part
no.	structure	TcdB GH inh	CCHFV vOTU inh	Rv3671c inh	SSB-PriA inh	SARS 3CLpro inh	VHR inh abs	MazEF act	Vc quorum ag	PrPC surface inh	Yp Topo-I inh
25	O=C(COC(=O)c1ccc2c(c1)C(=O)N(Cc1ccncc1)C2=O)Nc1ccccc1[N+](=O)[O-]	·	-14	3	14	-5	6	12	-0.2	-15	11
26	CC(C)(C)NC(=O)C(c1ccncc1)N(C(=O)CNC(=O)c1ccco1)c1ccc2c(c1)OCO2 (stereo unspecified)	·	2	2	-5	10	30	5	-0.3	-1	-2
27	O=C(Nc1cccc(C(=O)N2CCN(c3ccccc3)CC2)c1)c1ccco1	-0.5	-1	-7	-5	9	15	-3	i	5	12
28	Cc1cc(C(=O)Cn2nc(C(=O)O)c3ccccc3c2=O)c(C)n1-c1ccc(OC(F)F)cc1	0.6	4	-34	2	-4	-2	3	-0.4	7	68*
29	Cc1nnc(NC(=O)c2ccc3ccccc3c2)s1	1.2	-10	-7	-7	-3	14	4	-4.5	5	5
30	Cc1nc(N2CCN(S(=O)(=O)c3ccccc3C#N)CC2)c2c(-c3cccs3)csc2n1	1.7	-14	2	-8	0	13	-12	-0.7	6	9
31	Cc1cccc(-n2c(O)c(C=NCc3cccnc3)c(=O)[nH]c2=O)c1C	·	-1	-1	-5	-2	14	-8	5.9	3	-4
32	CC(=O)Nc1ccccc1-c1nc2ccc(C(=O)N3CCN(c4ccccc4)CC3)cc2[nH]c1=O	2.2	2	1	-4	-4	-18	6	-0.3	-3	7
33	COc1ccc(NC(=O)CSc2nnc(NC(=O)c3ccc(S(=O)(=O)N4CCOCC4)cc3)s2)cc1	·	3	0	-7	-1	0	6	-0.2	-3	4
34	Cc1nc2ccccc2n1C(C)c1ccccc1 (stereo unspecified)	0.8	11	1	0	3	6	2	i	0	-4
35	CCCC1CCC(C(=O)Nn2cnc3ccccc3c2=O)CC1 (stereo unspecified)	·	-9	-2	-5	-7	-24	7	-4.2	6	-3
36	CC(=O)Nc1cc(-c2ccc(Cl)cc2)[nH]n1	1.3	-5	-1	6	4	-9	2	0.4	9	2
37	Cc1cc2nc3n(c2cc1C)CC1CC(C(=O)NCC2CC2)N(C)C31 (stereo unspecified)	1.1	-3	-12	-16	·	26	6	-9.1	-1	2
38	CCNC(=O)C1CCCN(C(=O)c2ccc(OC)cc2)CC1 (stereo unspecified)	0.2	1	·	·	·	·	·	i	3	4
39	CCCc1cc(=O)n2[nH]c(NCc3ccc(Cl)cc3Cl)nc2n1	·	-3	-7	3	1	-2	6	i	-1	-3
40	Cc1ccccc1OCC(=O)Nc1ccc(C(N)=O)cc1	·	-2	0	8	3	4	3	-0.5	3	1
41	COc1ccc(C2c3ccsc3CCN2C(=O)C(C)(C)C)cc1 (stereo unspecified)	1.1	-3	-4	-13	6	9	1	-0.3	-2	16
42	Cc1ccc(NC(=O)COc2ccccc2[N+](=O)[O-])nc1	-0.1	10	0	-14	2	21	-3	-0.6	2	5
43	COc1ccccc1NC(=O)Cn1c(C)cc(=O)c2cccc(OC)c21	-0.9	-11	11	1	0	4	-6	5.6	12	27
44	CCCOC(=O)c1ccc(NC(=O)c2nc3nc(C)cc(C)n3n2)cc1	1.2	2	-2	-5	4	4	16	-0.3	4	-3
45	CC1=NC2(CCCc3c2no[n+]3[O-])N(O)C1(C)C (stereo unspecified)	·	9	1	0	4	-18	1	-6.7	4	4
46	CCN(CC)S(=O)(=O)c1ccc2[nH]c(=O)cc(C(=O)Nc3ccccc3N3CCOCC3)c2c1	0.1	13	-7	-2	·	·	7	-1.4	1	6
47	Cn1c(NC(=S)Nc2ccccc2)nc2ccccc21	·	2	2	-11	-5	21	-3	-0.2	3	5
48	CC(C)(C)C1CCC(=NNc2ncc(C(F)(F)F)cc2Cl)CC1 (stereo unspecified)	·	5	3	-9	1	6	-3	2.0	4	-1
49	Cc1ccc(CN2CCN(/N=C/c3ccc(N(C)C)cc3)CC2)cc1	-4.3	-9	-2	i	-2	18	0	-0.2	8	1
50	O=C(COC(=O)/C=C/c1ccc(OC(F)F)cc1)NCCN1C(=O)CSC1=O	2.4	-4	-3	-14	2	-8	4	-1.0	7	6

In the list so far, these contain a cyano group:
no.	structure	TcdB GH inh	CCHFV vOTU inh	Rv3671c inh	SSB-PriA inh	SARS 3CLpro inh	VHR inh abs	MazEF act	Vc quorum ag	PrPC surface inh	Yp Topo-I inh
1	N#CC1=C(N)OC2=C(CCc3ccccc32)C1c1ccccc1 (stereo unspecified)	·	-1	-2	-13	-6	8	-8	-0.3	0	28
30	Cc1nc(N2CCN(S(=O)(=O)c3ccccc3C#N)CC2)c2c(-c3cccs3)csc2n1	1.7	-14	2	-8	0	13	-12	-0.7	6	9

Screening results as filed in PubChem.
